# Compound activity from PubChem.
# KCNQ2 inh: KCNQ2 potassium channel inhibitors, primary screen, cell-based, CHO-K1, FluxOR thallium flux, B-score (AID 2156) | Potassium voltage-gated channel subfamily KQT member 2 (Rattus norvegicus), O88943 | B-score at 10 µM | actives 1.1% (n = 310,000) | 20 min; stronger effect = lower value;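 active = fluorescence ratio B-score at most minus 3 library SDs, with starting brightness B-score within 2 library SDs, cut at about -5.5 in these data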
# Kir21 inh: inhibitors of mouse Kir2.1 inward-rectifier potassium channel; Inward rectifier potassium channel 2 (Mus musculus), P35561; HEK293-Kir2.1, FluxOR thallium flux fluorescence; stronger effect = lower value; B-score at 10 µM; actives 0.85% (n = 310,000); AID 1672, 2009;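 active = fluorescence ratio B-score at or below minus 3 SD of library scores, with starting-brightness B-score within 2 SD, cut at about -4.2 in these data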;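 note: channel flux triggered by added potassium and thallium sulfate stimulus; B-score of peak minus minimum fluorescence over baseline after thallium stimulus; more negative B-score means stronger Kir2.1 block with less thallium influx; some compounds called inactive have numbers as strong as hits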
# Target sequence (P35561 whole entry, looked up): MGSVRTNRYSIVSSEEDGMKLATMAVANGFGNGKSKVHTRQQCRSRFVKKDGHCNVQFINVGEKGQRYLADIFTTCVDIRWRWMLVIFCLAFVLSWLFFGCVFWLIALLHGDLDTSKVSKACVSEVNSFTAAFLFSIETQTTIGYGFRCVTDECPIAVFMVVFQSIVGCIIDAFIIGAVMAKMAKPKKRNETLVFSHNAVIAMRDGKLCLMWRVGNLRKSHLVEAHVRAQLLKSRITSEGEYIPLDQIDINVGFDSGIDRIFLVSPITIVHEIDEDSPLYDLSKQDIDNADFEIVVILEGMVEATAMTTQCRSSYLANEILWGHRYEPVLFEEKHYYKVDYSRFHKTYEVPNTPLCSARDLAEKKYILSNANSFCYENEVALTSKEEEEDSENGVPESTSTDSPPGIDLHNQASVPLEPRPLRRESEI
# The depositor's hits bear a star; i = inactive. Random draw from the library. Share with any hit: about 1.8%.
molecule	KCNQ2 inh	Kir21 inh
Cc1cccc(NC(=O)NC2CCCc3ccccc32)c1 (stereo not given)	i	0.8
CN(CC(=O)NCc1ccccn1)S(=O)(=O)c1ccc(Cl)cc1	i	-0.03
CCOc1ccc(S(=O)(=O)N(CC(=O)NCc2ccncc2)c2ccc(C)cc2)cc1	i	-1.05
CCOCCCn1c(SCC(=O)NC2CCCC2)nc2ccccc2c1=O	i	0.1
O=c1c2ccccc2nc(COc2ccccc2)n1/N=C/c1cc([N+](=O)[O-])ccc1O	i	-0.15
Cc1oc2c(c1C(=O)Nc1ccc(C(=O)O)cc1)CCCC2	i	0.84
OC(CN1CCN(Cc2ccccc2)CC1)c1ccccc1 (stereo not given)	i	0.03
CC(C)(C)c1ccc(C(=O)NNc2cc(N3CCCCC3)nc(N3CCCCC3)n2)cc1	i	1.45
CCOC(=O)Cn1cnc([N+](=O)[O-])n1	i	-0.96
CCOc1ccc(CN2CCNC(=O)C2CC(=O)NCc2cc(C)n(C)n2)cc1 (stereo not given)	i	-0.16
COc1ccc(NC(=S)NCc2ccc(Cl)cc2)c(OC)c1	i	1.86
COc1ccc(CCNC(=O)CCCc2ccccc2)cc1	i	1.71
Cc1ccnc(SCC(=O)N2CCN(C(c3ccccc3)c3ccccc3)CC2)n1	i	-0.07
FC(F)(F)c1cccc(CN2CCN(c3ncccn3)CC2)c1	i	-0.89
NS(=O)(=O)c1ccc(CCNC(=O)c2ccc(NC3=NC4CS(=O)(=O)CC4S3)cc2)cc1 (stereo not given)	i	-0.85
COc1cccc(C2Nc3ccccc3C(=O)N2Cc2ccccc2)c1 (stereo not given)	i	0.03
Cc1ccc2sc(N(CCN(C)C)C(=O)c3ccc(S(=O)(=O)N4CC(C)OC(C)C4)cc3)nc2c1C (stereo not given)	i	1.42
CC(C)[C@H]1C(=O)Nc2ccccc2N1C(=O)N[C@@H](Cc1ccccc1)C(=O)N[C@@H](Cc1ccccc1)C(=O)O	i	-0.94
COc1ccc(/C=N/OCC(=O)N(Cc2ccc(OC)cc2)c2ccccc2C(=O)O)cc1	i	0.33
Cc1ccc(F)cc1NC(=O)c1c(-c2ccccc2)noc1C	-8.14*	-2.73
C=CCn1c(SCC(=O)Nc2nnc(CC)s2)nnc1-c1ccco1	i	1.99
Cc1ccc(NC(=O)C(C)OC(=O)Cc2c[nH]c3ccccc23)cc1 (stereo not given)	i	-6.59*
COCCn1c(=NC(=O)c2ccc(S(=O)(=O)N3CCOCC3)cc2)sc2cc(S(N)(=O)=O)ccc21	i	-0.08
COc1ccc(OC)c(S(=O)(=O)N2CCCC(C(=O)NCc3ccco3)C2)c1 (stereo not given)	i	0.08
COc1cccc(CNC(=O)CN2C(=O)COc3ccc(S(=O)(=O)N4CCC(C)CC4)cc32)c1	i	1.04
Cc1ccc(C(=O)CN2CCC(NC(=O)C3CCCCC3)CC2)cc1	i	0.09
O=C(Nc1ccc2c(c1)OCO2)C(c1ccccc1)N1CCCCC1 (stereo not given)	i	-1.28
CC(=O)Nc1ccc(S(=O)(=O)Oc2ccc(C(=S)N3CCC(O)CC3)cc2)cc1	i	-1.93
O=C(Nc1cccc(F)c1)Nc1cnccn1	i	-0.01
CCC(=O)Nc1ccc(C(=O)OCc2ccccc2)cc1	i	-0.32
CC(=O)Nc1ccc(NC(=O)CN(c2ccc(C34CC5CC(CC(C5)C3)C4)cc2)S(C)(=O)=O)cc1	i	0.63
CCOC(=O)/C(=N/Nc1ccc(Cl)cc1)S(=O)(=O)c1ccccc1	i	0.39
c1cc2c3c(cccc3c1)C(N1CCCCCC1)=N2	i	-0.06
CC(=O)Oc1c(C)c(OC(C)=O)c2c(c1C(C)=O)OC1CC(=O)C(C(C)=O)=C(O)C21C (stereo not given)	i	1.38
Cc1cc2nc(/C=C/c3nc4cc(C)c(C)cc4[nH]3)[nH]c2cc1C	i	0.93
COc1cc([N+](=O)[O-])ccc1NC(=O)CCS(=O)(=O)c1ccc2c(c1)n(C)c(=O)c(=O)n2C	i	-0.62
CCOc1cc(/C=C2/C(=N)N3OC(C)=CC3=NC2=O)ccc1OCCOc1ccccc1	i	-0.19
OCCCc1nc2n(n1)C(c1ccccc1)C=C(c1ccccc1)N2 (stereo not given)	i	-0.8
CC(=O)c1c(N2CCCC2)nc(=S)n(-c2ccccc2)c1C	i	-0.85
NC(=O)C1CCN(c2ccc3c(c2)S(=O)(=O)c2ccccc2C3=O)CC1	i	0.36
CCOC(=O)CSc1ncnc2c(C(=O)OCC)c3n(c12)CCC3	i	1.07
O=C1N/C(=C/c2ccsc2)C(=O)N1c1ccccc1	i	1.15
COc1ccc(/C=C/C(=O)OCC(=O)NC(=O)NC(C)(C)C)cc1	i	1.34
CCOC(=O)N1CCN(C(=O)CCc2c(C)nc3c(c(C)nn3-c3ccc(C)c(C)c3)c2C)CC1	i	2.64
COc1cc(C2NC(=O)c3ccccc3O2)cc(OC)c1OC (stereo not given)	i	-0.07
CCCCn1c(N)c(N(CCOC)C(=O)c2ccc(-n3c(C)ccc3C)cc2)c(=O)[nH]c1=O	i	-2.67
Cc1cc(C(=O)NNC(=S)NCc2ccccc2)cs1	i	0.36
COc1ccc(N2CCN(CCCNC(=O)C3CCCN(S(=O)(=O)c4c(C)n[nH]c4C)C3)CC2)cc1 (stereo not given)	i	0.13
COc1cccc(-c2cc(C(F)(F)F)nc(N3CCOCC3)n2)c1	i	0.01
O=S(=O)(Nc1ncccn1)c1ccc(NS(=O)(=O)c2cc(Cl)ccc2Cl)cc1	i	0.48
Cc1ccc(NC(=S)NC(=O)C2CC2)cc1Cl	i	0.51
COCCN(CCOC)Cc1cc(=O)oc2cc3c(cc12)CCC3	i	-0.06
CCCN1CCN(C(=O)Nc2ccc(C(=O)OCC)cc2)CC1	i	-0.02
Cc1ccc(Cn2c(CCCO)nc3ccccc32)cc1	i	-1.27
Cc1[nH][nH]c(=O)c1C(c1cc(Br)ccc1O)c1c(C)[nH][nH]c1=O	i	0.56
Cn1ncc(Cl)c(Oc2ccc(Cl)cc2)c1=O	i	0.9
Cc1ccc(NC(=S)N2CCN(c3ncccn3)CC2)c(C)c1	i	-2.42
COc1ccccc1CN1CCC(n2nccc2NC(=O)c2ccccc2Cl)CC1	i	0.5
CC(=O)/C(N=Nc1nc2c([nH]1)c(=O)n(C)c(=O)n2C)=C(\C)O	i	-0.64
COc1ccc2c(c1)c(CCNNC(=O)C(C)(C)C)c(C)n2C(=O)c1ccc(Cl)cc1	i	0.02

# Further results:
molecule	KCNQ2 inh	Kir21 inh
Cc1cc(-c2nn(-c3ccccc3F)cc2CN2CCCC(CO)C2)c(C)s1 (stereo not given)	i	-0.65
COc1ccc(-c2nc3cccc(C)n3c2NCC2CCCO2)cc1O (stereo not given)	i	-1
Cc1cc(NS(=O)(=O)c2ccc(NC(=O)CSc3nc4sc(C)c(C)c4c(=O)[nH]3)cc2)no1	i	0.14
O=C(c1ccccc1)c1ccc(-c2ccc(O)cc2)cc1	i	0.21
COc1ccccc1CNC(=O)C1CCCN(S(=O)(=O)c2ccc3c(c2)C(C)(C)C(=O)N3C)C1 (stereo not given)	i	-0.01
CC(=O)N1C(=O)NC(c2ccccc2)=C([N+](=O)[O-])C1c1ccccc1 (stereo not given)	i	-0.48
COc1ccccc1NC(=O)Cn1cnc2c(cnn2-c2ccccc2)c1=O	i	-1.51
COc1ccc(CCNC(=O)c2ccc(N3CCCC3=O)cc2)cc1OC	i	-0.64
Cc1csc(NC(=O)CCc2nc3ccccc3s2)n1	i	-0.17
CCCSc1nnc(NC(=O)c2ccco2)s1	i	0.14
O=C(CC(SCCO)c1ccc([N+](=O)[O-])cc1)c1ccco1 (stereo not given)	i	-3.52
O=C(Nc1cccnc1)c1cc(-c2cccc(Br)c2)nc2ccccc12	-6.72*	0.86
COc1ccccc1/C=C1\SC(=S)N(CCC(=O)N2CCCCC2CCO)C1=O (stereo not given)	i	0.64
CCOC(=O)N1CCN(Cc2nc3c(c(=O)n(C)c(=O)n3C)n2Cc2ccccc2)CC1	i	0.5
Cc1[nH]ncc1-c1nc2ccccc2[nH]1	i	1.26
Oc1cc(OCc2ccccc2)ccc1-c1[nH]ncc1-c1ccccc1	i	-0.66
CC1(C)OC(=O)C(=CNNc2c(Cl)cc(Cl)cc2Cl)C(=O)O1	i	0.55
CCOC(=O)c1c(C)oc2c1c1c(c3ccccc32)OCN(Cc2ccccn2)C1	i	0.74
Cc1ccc2cccc(NC3OC(=O)c4ccccc43)c2n1 (stereo not given)	i	0.56
Cc1cc(=O)n(-c2ccc3ccccc3n2)[nH]1	i	1.87
COc1ccc(C)cc1NC(=O)CCN1CCN(c2ccccc2)CC1	i	0.05
CC(=O)Oc1cc2c(C(C)=O)coc2c2ccccc12	i	0.13
O=C1C(C2=NC(c3ccccn3)C3C(=O)N(c4ccc(Cl)cc4Cl)C(=O)C23)=C(O)c2ccccc21 (stereo not given)	i	-0.29
COc1ccccc1NC(=O)c1cc(OC)c(OC)cc1[N+](=O)[O-]	i	0.92
CCOC(=O)N1CCN(CC(=O)Nc2c(C(=O)OC)[nH]c3cccc(Cl)c23)CC1	i	-0.25
Cc1cc(C)c2c(n1)sc1c(=O)n(-c3ccccc3)c(=O)[nH]c12	i	0.79
CN(C)CCCNC1CS(=O)(=O)CC1O (stereo not given)	i	-0.03
Cc1ccc(-n2[nH]c(C)c(/C=N/Nc3ccc([N+](=O)[O-])cc3[N+](=O)[O-])c2=O)cc1C	i	1.1
Cc1ccc(O)c(-c2cc(C(=O)NCc3ccc4c(c3)OCO4)[nH]n2)c1	i	-0.21
O=C(Nc1cccc(F)c1)C1CCCN(S(=O)(=O)c2ccccc2)C1 (stereo not given)	i	-0.86
COc1cccc(-n2ccn(CC(=O)NCCc3ccccc3)c(=O)c2=O)c1	i	1.22
COc1ccc(C(C)=O)cc1CSc1nnc(Nc2ccc(C)cc2C)s1	i	0.16
Cc1[nH][nH]c(=O)c1C(c1ccc(-c2cccc(C(=O)O)c2)o1)c1c(C)[nH][nH]c1=O	i	0.03
O=C(CS(=O)(=O)c1ccc(Cl)c(Cl)c1)Nc1ccccc1Cl	i	-0.18
CCOC(=O)c1c(-c2ccccc2)oc2cc(Br)c(O)c(C=O)c12	i	-0.63
CC(C)(C)c1ccc(-c2nc3c(C#N)c(-c4ccc5c(c4)OCO5)ccn3n2)cc1	i	2.62
COc1cccc(CNC(=O)C2CCC(=O)N(CC3CCCCC3)C2)c1OC (stereo not given)	i	0.18
CC(NCc1ccc(-c2ccccc2)cc1)C(O)c1ccccc1 (stereo not given)	i	-14.1*
Cc1ccc(-c2nc3s/c(=C\c4ccco4)c(=O)n3n2)cc1	i	0.28
CCOc1cc(C(=S)N2CCCC2)ccc1O	i	0.99
Cc1cnc(C(=O)OCC(=O)Nc2ccc(C)c(S(=O)(=O)N(C)C)c2)cn1	i	-0.67
O=c1[nH]c2cc3c(cc2cc1CN(CCc1ccccc1)Cc1nnnn1CC1CCCO1)OCO3 (stereo not given)	i	-3.38
Nc1ccc(NS(=O)(=O)c2ccccc2)cc1	i	-0.51
CCOC(=O)c1ccc(Oc2nc(OC)nc(N(C)C)n2)cc1	i	-1.74
Cc1ccc(C(C)(C)C)cc1S(=O)(=O)NC(=O)c1ccccc1	i	-0.01

# Shown as a hit in Kir21 inh (from the list above):
molecule	KCNQ2 inh	Kir21 inh
Cc1ccc(NC(=O)C(C)OC(=O)Cc2c[nH]c3ccccc23)cc1 (stereo not given)	i	-6.59*
CC(NCc1ccc(-c2ccccc2)cc1)C(O)c1ccccc1 (stereo not given)	i	-14.1*

# Laid out differently: entries from further up
# Results follow in this order: KCNQ2 inh	Kir21 inh
CCOC(=O)c1c(-c2ccccc2)oc2cc(Br)c(O)c(C=O)c12
    i	-0.63
CC(NCc1ccc(-c2ccccc2)cc1)C(O)c1ccccc1 (stereo not given)
    i	-14.1*
COc1cccc(-n2ccn(CC(=O)NCCc3ccccc3)c(=O)c2=O)c1
    i	1.22
CCOC(=O)c1ccc(Oc2nc(OC)nc(N(C)C)n2)cc1
    i	-1.74

# Continued:
molecule	KCNQ2 inh	Kir21 inh
O=C(c1cccc(Br)c1)N1CCN(C2=NS(=O)(=O)c3ccccc32)CC1	i	-0.37
CS(=O)(=O)N(CC(=O)Nc1ccccc1Sc1ccccc1)c1cccc(Br)c1	i	-2.93
CC1C(C#N)=C(N)OC2=C1C(=O)CCC2 (stereo not given)	i	1.76
Cc1cc(C)c2cc(C)c(SCC(=O)NCc3ccco3)nc2c1	i	-1.13
O=C(c1cccc(Cl)c1)N1CCN(c2ccccn2)CC1	i	1.13
Cn1c(CCN2CCCCC2)nc2cc(NS(=O)(=O)c3ccc(F)cc3)ccc21	i	-0.17
COCCN1C(=O)/C(=C/c2cc3c(cc2Br)OCO3)NC1=S	i	-1.45
Cn1c(Cc2ccccc2)nnc1SCC(=O)NCCc1ccccc1	i	-3.93
Cc1ccccc1Nc1nc2nonc2nc1N1CCOCC1	i	-0.34
CCCCC(=O)Nc1ccc(S(=O)(=O)Nc2nccc(C)n2)cc1	i	-0.06
Cc1cccc(N2CCN(C(=O)CCS(=O)(=O)c3ccc(Br)cc3)CC2C)c1 (stereo not given)	i	-0.18
